# Screens as filed in PubChem.
# Autophagy HCS: autophagy modulators in MEF cells, primary screen, imaging, high-content, MEF GFP-LC3 | calls only at 10 µM (by protocol) | MEF GFP-LC3 puncta imaging; test concentration mostly 10 µM | hit rate 0.98% among 190,000;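 active = percentage of spot-positive cells more than 3 SD above its plate mean, without a fluorescence outlier flag or 80% toxicity; inconclusive = no clear call, values can overlap the other calls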;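 note: spot-positive cell cutoff set from DMSO-treated cells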
# T cell HTS: modulators of CD8 T cell-vesicle binding, primary screen, mouse 2C CD8+ T cells, flow cytometry; calls only at 7 µM; AID 2052, 2009; hit rate 0.068% among 330,000; 2C CD8+ T cell-vesicle binding; active compounds read low;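 active = response, share of CD8 T cells binding vesicles, and their 90th percentile fluorescence all below set limits, cut at about 80% in these data, passing the limit was not always enough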
#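 Incubation: binding step 1.5 h, 37 °C, antibody labelling 20 min, ice; system: murine 2C transgenic CD8+ T lymphocytes; technique: cytometric PE anti-B7-1 and Alexa647 anti-CD8 signals after 1% paraformaldehyde fixation; also added: QL9-charged Drosophila Ld/ICAM-1/B7-1 vesicles; control set: naked versus QL9-loaded vesicles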
# Lipid droplet: inhibitors of hepatocyte lipid droplet formation, primary screen, imaging, high-throughput imaging, BODIPY stain. AML12 mouse hepatocytes, oleate lipid droplets. inhibition, % at 6.5 µM. hit rate 0.4% among 240,000;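 active = lipid droplet intensity inhibited by at least 50%, with more than 500 cells counted; inconclusive = wells with under 300 cells, treated as cytotoxic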
#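 Assay system: AML12 hepatocytes (mouse) / Also added: 100 µM oleic acid challenge / Times: overnight treatment with compound plus oleate / Detection: high-content imaging of BODIPY-stained droplets and DAPI nuclei / Evaluation: % inhibition of lipid droplet signal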
# MT stabilizer: microtubule stabilizers in HeLa cells, primary screen, imaging, high-content imaging; HeLa tubulin immunostaining HCS, 24 h; share of cells brighter than vehicle mean+2SD; % tubulin-high responders, % at 10 µM; hit rate 0.83% among 200,000; AID 2205, 2009;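 active = plate Z-score above 3 for both tubulin-high and condensed-nucleus cell shares, with cell loss under 80%, at 10 µM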;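 note: anti alpha tubulin signal scored within the nucleus-defined area of each cell; some results filed as inactive read as strong as hits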
# Insulin prom up: insulin promoter activators in MIN6 cells, imaging, high-content screening, mouse beta cells; MIN6 insulin promoter-GFP reporter; active compounds read high; z-score at 5 µM; hit rate 0.3% among 190,000; AID 1625, 2009;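 active = z-score above 3 at 5 µM with at least 500 cells counted in the well; inconclusive = wells under 500 cells, flagged as cytotoxic or low count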
# ER stress rescue: rescue of cells from ER stress-induced death, primary screen, 384-well, CSM14.1, thapsigargin, ATP luminescence (AID 1222); cellular ATP content (survival), % at 20 µM; hits with a dose series show EC50 in µM; 190,000 tested, under 10 active; CSM14.1 thapsigargin-induced death rescue, ATP luminescence; higher % means a stronger effect;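 active = EC50 below 50 µM in the dose-response confirmation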;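 note: death triggered by thapsigargin at about 15 µM added after 2 h compound pretreatment; cell ATP read after overnight thapsigargin exposure of roughly 18 to 22 hours; normalized against plate controls of thapsigargin alone and 5% DMSO vehicle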
# PhoP inhibition: inhibitors of PhoP regulon expression, primary screen, Salmonella Typhimurium, GFP reporter (AID 1863); S. Typhimurium PhoP-regulated promoter GFP reporter, 4 h; higher % means a stronger effect; one-dose inhibition, % at 50 µM; IC50 in µM for titrated hits; hit rate 0.16% among 300,000;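 active = inhibition over 29.93%, a cutoff 3 SD above the screen mean, later confirmed by dose response; inconclusive = inhibition over 29.93% but no dose response follow-up; inactive = inhibition at most 29.93% or unconfirmed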;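 note: 0% = low Mg2+ inducing control and 100% = high Mg2+ repressing control; strong numbers were not always called active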
# b-catenin transl: modulators of beta-catenin nuclear translocation, primary screen, imaging, HeLa cells, immunofluorescence, high-content. nuclear translocation activity, % at 5 µM. hit rate 0.3% among 190,000;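 active = nuclear translocation activity above 50% at 5 µM, with a well cell count of 50 or more; inconclusive = wells under 50 cells across six images, flagged as toxic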;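 note: per-cell ratio of nuclear to cytoplasmic median beta-catenin stain intensity; plate controls were DMSO negative control for no effect and GSK-3 inhibitor IX positive control for full effect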
#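 Assay system: human HeLa cells, native beta-catenin; doses: 5 µM primary, 0.02–20 µM confirmation; incubation: compound treatment 24 h, 37°C, 5% CO2; technique: fluorescence imaging of beta-catenin antibody stain plus DAPI; measure: % activation, nuclear-to-cytoplasmic median beta-catenin signal ratio per cell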
# Dynein transport: inhibitors of GR-EGFP nuclear translocation, primary screen, dynein cargo transport inhibitor project, imaging, high-content, 3617.4 mouse cells | test concentration mostly 20 µM; stimulated with dexamethasone, 1 µM; active compounds read low | z-score, hits read low | hit rate 0.47% among 220,000;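 active = plate z-score of nuclear minus cytoplasmic receptor signal below a set negative limit, without overly bright fluorescence or cell loss, cut at about -3.5 in these data, passing the limit was not always enough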;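 note: z-score of nuclear minus cytoplasmic ring GR-EGFP intensity difference per well; some compounds called inactive have numbers as strong as hits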
#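 medium = tetracycline-free induction medium containing charcoal-stripped FBS | also added = 1.0 µM final dexamethasone stimulus | schedule = 48 h induction, 1 h compound, 30 min dex at 37 °C | technique = fixed, Hoechst-stained cells imaged at 10x for EGFP | measure = GR-EGFP nuclear translocation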
# Dynein transport cytoplasmic EGFP: also measured in Dynein transport; calls as there; z-score; measured here: cytoplasmic GR-EGFP intensity; active compounds read high
# Dynein transport nuclear GR-EGFP: further read-out of Dynein transport, marked with its call; z-score; measured here: nuclear GR-EGFP intensity;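 lower value marks the stronger effect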
# Dynein transport cell count: second read-out of Dynein transport, no call of its own (marks repeat the call); z-score; measured here: cell count per field
# Insulin prom up cell count: second read-out of Insulin prom up, no call of its own (marks repeat the call); cell count; measured here: cytotoxicity, nuclei count;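 total cells summed across four imaged fields per well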
# Lipid droplet cells 6.5 µM: also measured in Lipid droplet; calls as there; cell count; measured here: cell count, cytotoxicity flag;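 cells counted across two imaged fields per well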
# b-catenin transl cell count 5 µM: also measured in b-catenin transl; calls as there; cell count; measured here: cell count, cytotoxicity flag
# T cell HTS vesicle-bound %: second read-out of T cell HTS, no call of its own (marks repeat the call); double positive events, %; measured here: CD8+ vesicle-bound cell fraction;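 binding gate set so that unloaded-vesicle control wells show 10% double positive cells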
# MT stabilizer Hoechst-high %: also measured in MT stabilizer; calls as there; % Hoechst-high responders; measured here: nuclear condensation Hoechst responders;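 share of cells brighter than vehicle mean plus two SD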
# MT stabilizer cytotoxicity %: recorded beside MT stabilizer, whose call it bears; toxicity, %; measured here: cytotoxicity by cell density;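 0% = mean cell density of plate MIN control wells and 100% = no cells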
# Autophagy HCS cell loss 18 h: second read-out of Autophagy HCS, no call of its own (marks repeat the call); toxicity, %; measured here: cell loss, nuclei count;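 cell loss after 18 h compound exposure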
# * = called active by the depositor; i = inactive; u = inconclusive; x = no result given; + = active, no number.
compound	Autophagy HCS	Autophagy HCS cell loss 18 h	T cell HTS	T cell HTS vesicle-bound %	Lipid droplet	Lipid droplet cells 6.5 µM	MT stabilizer	MT stabilizer Hoechst-high %	MT stabilizer cytotoxicity %	Insulin prom up	Insulin prom up cell count	ER stress rescue	PhoP inhibition	b-catenin transl	b-catenin transl cell count 5 µM	Dynein transport	Dynein transport cytoplasmic EGFP	Dynein transport nuclear GR-EGFP	Dynein transport cell count
O=C(CSc1nnc(CNC(=O)c2cccs2)o1)Nc1ccccc1	i	-2	i	49	-8	661	3.6	3.3	11	-0.25	1211	0.6%	-3%	-1.8	1137	2.1	-0.055	1.1	-1.3
O=[N+]([O-])c1ccc(OCCOCCOc2ccc([N+](=O)[O-])cc2)cc1	x	x	i	51	-13	665	x	x	x	0.72	962	x	-4%	-0.8	1345	1.2	-0.18	1.8	-1.7
CCOc1cc(/C=C2\C(=O)NN(c3ccccc3)C2=O)cc([N+](=O)[O-])c1O	i	-5	i	37	17	742	4.0	3.3	7.3	-1.4	1252	0.1%	-8%	0.4	1056	-0.96	-0.3	-0.68	1.1
C/C(=N\NC(=S)Nc1cc(S(=O)(=O)N2CCOCC2)ccc1Cl)c1ccccc1F	i	-1	i	24	-2	610	3.5	3.0	3.1	-0.64	1048	-6.4%	2%	-2.7	514	-0.61	-0.31	-0.34	0.016
FC(F)(F)c1cc(Cl)c2nnc(C(F)(F)Cl)n2c1	i	3	i	34	11	697	6.3	1.3	4.2	-0.07	1562	2.9%	-2%	-0.8	916	-1.1	-0.32	-0.6	1.2
Cc1noc(/C=C/c2ccc(-c3ccccc3Cl)o2)c1[N+](=O)[O-]	+	39*	i	25	24	775	1.7	0.9	4.6	x	x	-3.2%	2%	-1.0	1143	-0.75	1.2	-0.36	0.85
O=C(CCN1CCCCCC1)Nc1ccccc1F	i	20	i	60	x	x	3.8	2.6	2.6	x	x	x	3%	x	x	0.85	-0.13	0.48	0.37
COc1ccc(N(CC(=O)NC2CCCCC2)C(=O)CCCC(=O)Nc2ccccn2)c(OC)c1	i	-9	i	40	-7	652	2.4	1.8	1.4	0.73	1279	-1.5%	-4%	-4.6	1251	-0.12	-0.18	0.26	-0.059
Cc1nn2c3ccccc3n(C)c2nc1=O	i	2	i	11	0	723	2.4	1.4	2.8	0.1	1301	5.4%	2%	-2.3	1212	0.33	-0.18	0.16	-0.65
O=C(Cn1nc(-c2ccccc2)ccc1=O)NCc1ccc(F)cc1	i	28	i	21	-2	729	5.2	1.3	0.3	-0.56	1228	-1.3%	7%	-1.0	1079	1.9	0.055	1.1	-1.4
COC(=O)CNC(c1ccccc1)c1cc(Br)ccc1NC(C)=O (stereo unspecified)	i	13	i	25	1	674	2.8	1.7	0.3	-0.49	1444	-0.8%	9%	-0.2	1529	-0.37	-0.19	-0.45	0.81
O=C(O)C(=O)/C(=C\c1cccc2ccccc12)c1ccc2ccccc2n1	i	0	i	30	x	x	41*	23*	29*	0.07	822	-1.3%	-10%	x	x	-0.69	-0.1	-0.045	0.37
O=c1[nH]c(CSc2ccccn2)nc2ccccc12	i	-3	i	24	19	723	5.5	2.2	5.8	-0.18	1351	1.7%	2%	-0.8	1142	-0.92	-0.28	-0.43	0.86
C=CCN1C(=O)N/C(=C/c2ccc(N3CCOCC3)o2)C1=O	i	2	i	50	-13	699	2.3	2.0	9.6	0.57	1308	5.1%	14%	-1.9	553	-1.5	0.23	-0.94	0.0017
CC1CCCCN1CCNC(=O)C1CC(=O)N(c2ccc(F)c(Cl)c2)C1 (stereo unspecified)	i	8	i	53	5	715	1.9	1.8	8.1	-0.15	1282	-2.3%	-6%	x	x	0.23	0.0083	0.9	-0.33
COc1cc(C=NCC2OCCc3ccccc32)cc(OC)c1 (stereo unspecified)	i	-10	i	20	25	647	2.8	2.0	0.0	0.17	1220	-2.0%	-5%	3.3	1123	-0.11	-0.26	-0.11	0.55
CCCn1c(N)[n+](CC(=O)c2ccco2)c2ccccc21	i	21	i	45	x	x	2.0	1.6	8.8	0.14	1656	-0.3%	1%	0.7	1336	1.2	-0.21	1.8	-1.3
Oc1ccc(CN2CCN(Cc3ccccc3)CC2)c2cccnc12	i	3	i	10	x	x	5.5	2.8	0.6	x	x	x	61µM*	x	x	-0.44	-0.23	-0.098	0.68
CCCC1(C(=O)O)NC(c2cccc(OC)c2O)C2C(=O)N(c3ccccc3)C(=O)C21 (stereo unspecified)	x	x	i	36	x	x	4.1	1.9	5.3	1.4	931	-0.7%	-6%	x	x	-2	0.88	-0.8	0.29
Cc1ccc2c(c1)sc(=NC(=O)C1CC1)n2C	x	x	i	22	0	654	x	x	x	-0.11	974	x	-1%	-0.9	1378	-1.1	-0.72	-0.88	0.16
CC1=NNC(=O)/C1=C\c1cn(-c2ccccc2)nc1-c1cccs1	i	21	i	59	9	624	53	37	86	-0.13	1038	-3.9%	7%	u	x	-0.64	0.16	0.39	0.22
O=C(COc1ccc(Cl)cc1)NCCN1CCCCC1	i	0	i	29	-7	709	2.8	1.9	5.1	x	x	-2.0%	-2%	1.3	1096	0.19	0.13	0.28	0.19
CC(C)[C@H](NC(=O)OC(C)(C)C)C(=O)N/N=C/c1cccc2nccnc12	i	3	i	14	-2	774	3.3	1.9	5.5	0.63	934	-2.1%	10%	-2.4	1022	0.58	-0.16	0.14	0.45
CCOC(=O)C1=C2c3ccc4ccccc4c3CC(C)(C)N2C(=O)C1=O	i	-7	i	49	-6	653	2.7	3.5	2.6	0.15	1316	-1.9%	5%	-0.8	1097	-0.15	-0.27	-0.32	0.17
Clc1ccccc1CSc1nnc(-c2ccncc2)o1	i	1	i	9	x	x	2.4	1.5	2.9	0.08	1482	-0.9%	0%	5.9	1354	0.71	-0.021	-0.6	0.28
Cc1cc(NC(=O)COn2nnc3ccc(S(C)(=O)=O)cc32)ccc1Br	x	x	i	32	21	698	x	x	x	0.05	955	x	0%	-1.4	1345	-0.84	-0.81	-0.67	0.47
Nc1nc(-c2ccc(Br)cc2)c(S(=O)(=O)c2ccccc2)s1	i	-13	i	42	-11	711	1.9	2.3	1.5	0.25	1164	-0.5%	-25%	0.8	535	-0.62	-0.22	-0.58	0.48
CCOC(=O)C1CCCN(c2c(NCCN(CC)c3ccccc3)c(=O)c2=O)C1 (stereo unspecified)	x	x	i	43	-9	686	6.5	2.7	2.8	-0.58	1630	-2.6%	10%	0.8	1097	2	-0.12	1.1	-0.94
CC(C)(C)OC(=O)N1CCN(c2ccc(NC(=O)Cn3nnc(-c4ccccc4)n3)cc2)CC1	i	-7	i	41	84*	635*	4.7	2.2	7.2	0.22	1043	1.8%	-9%	-0.2	1174	2	-0.13	0.78	-1.8

# By substructure: the compounds so far with fluorine (five)
compound	Autophagy HCS	Autophagy HCS cell loss 18 h	T cell HTS	T cell HTS vesicle-bound %	Lipid droplet	Lipid droplet cells 6.5 µM	MT stabilizer	MT stabilizer Hoechst-high %	MT stabilizer cytotoxicity %	Insulin prom up	Insulin prom up cell count	ER stress rescue	PhoP inhibition	b-catenin transl	b-catenin transl cell count 5 µM	Dynein transport	Dynein transport cytoplasmic EGFP	Dynein transport nuclear GR-EGFP	Dynein transport cell count
C/C(=N\NC(=S)Nc1cc(S(=O)(=O)N2CCOCC2)ccc1Cl)c1ccccc1F	i	-1	i	24	-2	610	3.5	3.0	3.1	-0.64	1048	-6.4%	2%	-2.7	514	-0.61	-0.31	-0.34	0.016
FC(F)(F)c1cc(Cl)c2nnc(C(F)(F)Cl)n2c1	i	3	i	34	11	697	6.3	1.3	4.2	-0.07	1562	2.9%	-2%	-0.8	916	-1.1	-0.32	-0.6	1.2
O=C(CCN1CCCCCC1)Nc1ccccc1F	i	20	i	60	x	x	3.8	2.6	2.6	x	x	x	3%	x	x	0.85	-0.13	0.48	0.37
O=C(Cn1nc(-c2ccccc2)ccc1=O)NCc1ccc(F)cc1	i	28	i	21	-2	729	5.2	1.3	0.3	-0.56	1228	-1.3%	7%	-1.0	1079	1.9	0.055	1.1	-1.4
CC1CCCCN1CCNC(=O)C1CC(=O)N(c2ccc(F)c(Cl)c2)C1 (stereo unspecified)	i	8	i	53	5	715	1.9	1.8	8.1	-0.15	1282	-2.3%	-6%	x	x	0.23	0.0083	0.9	-0.33

# Hits appear at their usual frequency. Share with any hit: about 3%.
